Mdm2 ligase inh = Mdm2 E3 ligase (human) inhibition. Q00987. cell-based MDM2 ubiquitination luciferase reporter, 2 h; 0 = plate control, 100 = twice control, blank-subtracted. signal enhancement, % at 5 µM. 0.11% of 210,000 active. AID 1230;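 active = signal enhancement of 30% or more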;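 note: luminescence tracks abundance of the self-degrading MDM2-luciferase fusion protein; higher signal means inhibition of MDM2 E3 ligase activity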
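Test system: stable mammalian line carrying autodegrading MDM2–luciferase fusion reporter; quantity: 2000 cells in each well; times: 4 h cell settling then 2 h compound exposure, 37 °C; detection: luminescence with SteadyLite reagent, 15 min at room temperature; evaluation: percent signal gain over controls, blank-subtracted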
NPY2 pot ag = potentiators or agonists of human neuropeptide Y receptor Y2; cells expressing NPY-Y2, potentiator/agonist read-out; activation, % at 3.6 µM; P49146; 0.45% of 220,000 active; AID 1359; in the data active = activation above about 27%;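 note: cells stimulated with NPY near EC25 plus isoproterenol at EC100; 0% = vehicle plus submaximal agonist and 100% = vehicle plus saturating agonist; some results beyond the cut were filed as inactive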
Target sequence (P49146 whole entry, looked up): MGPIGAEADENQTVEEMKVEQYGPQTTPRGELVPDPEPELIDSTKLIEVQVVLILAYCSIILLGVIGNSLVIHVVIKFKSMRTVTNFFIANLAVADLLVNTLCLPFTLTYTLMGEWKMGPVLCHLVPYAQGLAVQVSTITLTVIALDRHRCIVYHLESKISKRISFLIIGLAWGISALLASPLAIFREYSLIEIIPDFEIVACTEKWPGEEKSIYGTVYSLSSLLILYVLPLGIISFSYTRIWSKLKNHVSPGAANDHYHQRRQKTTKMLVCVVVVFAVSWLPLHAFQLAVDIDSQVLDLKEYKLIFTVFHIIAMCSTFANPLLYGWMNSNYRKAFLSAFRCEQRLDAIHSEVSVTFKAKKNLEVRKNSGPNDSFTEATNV
Hck Nef HTS = inhibitors of human Hck kinase activated by Nef; P08631; Recombinant Hck-YEEI plus Nef, Z-Lyte FRET kinase assay; inhibition, % at 20 µM; 0.68% of 220,000 active; AID 463187;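 active = Hck-Nef kinase inhibition above about 50%, limit read from the data; inactive = inhibition below that limit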;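 note: 0% = DMSO with Hck plus Nef and 100% = Hck alone without Nef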
NPY1 pot ag = potentiators or agonists of human neuropeptide Y receptor Y1; P25929; 0.37% of 220,000 active; activation, % at 3.6 µM; AID 1304; NPY-Y1 expressing cells, potentiator/agonist activation; in the data active = activation above about 33%, passing the limit was not always enough;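 note: cells stimulated with NPY at EC10 then isoproterenol at EC100; 0% = low agonist plus stimulus and 100% = saturating agonist plus stimulus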
RBBP9 inh = blocks human serine hydrolase RBBP9. O75884. recombinant RBBP9, FP-Rh probe fluorescence polarization. inhibition, % at 7.94 µM. 0.2% of 220,000 active;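 active = inhibition above the campaign mean of all tested compounds plus 3 SD, cut at about 14% in these data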;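 note: plate controls were DMSO wells with RBBP9 for no effect and wells lacking RBBP9 protein for full effect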
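Measured by – fluorescence polarization · Test system – RBBP9 protein · Input – 2.5 µM RBBP9 dispensing solution, before mixing · Measure – percent inhibition from mP, scaled between DMSO and no-protein wells · Benchmarks – DMSO-treated enzyme wells and wells lacking RBBP9 · Times – preincubation 30 min plus labeling 45 min at 25 °C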
p97 ATPase inh = inhibitors of human p97 ATPase; P55072; recombinant p97 ATPase, Kinase-Glo ATP luminescence, 3 h; inhibition, % at 8 µM; 0.42% of 220,000 active; in the data active = inhibition above about 15%;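 note: 0% = DMSO vehicle and 100% = wells lacking enzyme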
NPY-Y1 antag = antagonists of human neuropeptide Y receptor Y1. HEK293-CNG Y1 cells, membrane potential fluorescence; NPY at EC95, then isoproterenol. P25929. AID 1040. inhibition, % at 3.6 µM. 1% of 200,000 active;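 active = inhibition above the campaign mean inhibition of all tested compounds plus 3 SD, cut at about 20% in these data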;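 note: 0% = DMSO wells given NPY plus isoproterenol and 100% = isoproterenol alone without NPY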
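System: HEK293 cells with Y1 receptor plus CNG channel / Probe or stimulus: NPY 25 nM then isoproterenol 1 µM plus Ro 20-1724 25 µM / Compound: one concentration, 3.6 µM, in 0.4% DMSO / Schedule: compound incubation 1 h at room temperature, readout 45 min post-stimulation / Measured by: membrane potential fluorescence / Read-out: % inhibition of NPY effect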
Runt-CBFb FRET = blocks binding of human RUNX1 Runt domain to CBFb; Cerulean-Runt/Venus-CBFb FRET ratio 530/480, 1 h; inhibition, % at 20 µM; 0.46% of 220,000 active;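 active = inhibition over about 50% at 20 µM in the single-dose screen, limit read from the data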;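 note: 0% = DMSO wells and 100% = excess unlabeled CBFb competitor control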
Target sequence (Q01196 whole entry, looked up, the tested form may be a part): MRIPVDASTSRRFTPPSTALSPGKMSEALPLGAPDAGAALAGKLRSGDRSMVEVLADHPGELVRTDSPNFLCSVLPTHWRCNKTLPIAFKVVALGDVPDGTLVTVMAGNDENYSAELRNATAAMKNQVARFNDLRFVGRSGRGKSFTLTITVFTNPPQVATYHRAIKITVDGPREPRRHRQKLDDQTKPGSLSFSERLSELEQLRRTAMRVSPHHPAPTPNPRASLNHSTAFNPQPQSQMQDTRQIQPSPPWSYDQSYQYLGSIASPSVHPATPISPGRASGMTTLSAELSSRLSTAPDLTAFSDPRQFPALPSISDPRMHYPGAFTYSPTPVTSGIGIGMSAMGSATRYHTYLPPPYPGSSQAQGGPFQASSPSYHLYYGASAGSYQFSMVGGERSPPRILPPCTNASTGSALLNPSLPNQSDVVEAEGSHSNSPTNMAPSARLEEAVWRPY
Target sequence (Q13951 whole entry, looked up, the tested form may be a part): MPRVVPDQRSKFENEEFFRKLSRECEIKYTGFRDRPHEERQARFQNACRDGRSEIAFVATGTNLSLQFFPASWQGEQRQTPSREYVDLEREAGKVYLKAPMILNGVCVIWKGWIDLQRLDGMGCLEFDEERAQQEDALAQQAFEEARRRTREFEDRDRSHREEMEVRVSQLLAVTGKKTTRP
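Assay system: Cerulean-Runt domain fusion protein, energy donor; Signal: fluorescence energy transfer, 422 nm excitation, 530/480 nm emission; Timing: 1 h compound exposure, room temperature; Control set: unlabeled CBFb; Medium: Tris buffer pH 7.5 with salts and BSA; Compound: single test concentration of 20 µM, 1% DMSO final; Probe or stimulus: Venus-CBFb 100 nM.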
Runt-SMMHC FRET = Runt domain-CBFb-SMMHC interaction inhibition; Q01196+Q13951; Cerulean-Runt/Venus-CBFb-SMMHC FRET ratio 530/480, 1 h; inhibition, % at 20 µM; 0.74% of 220,000 active;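 active = mean inhibition across duplicate retests at 20 µM reaching about 50%, limit read from the data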;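 note: 0% = DMSO wells and 100% = wells with excess untagged CBFb-SMMHC; inhibitors lower the FRET ratio by blocking Runt binding to CBFb-SMMHC; some results filed as inactive read as strong as hits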
The depositor's hits bear a star; · = no result given.

Order of values: Mdm2 ligase inh | NPY2 pot ag | Hck Nef HTS | NPY1 pot ag | RBBP9 inh | p97 ATPase inh | NPY-Y1 antag | Runt-CBFb FRET | Runt-SMMHC FRET
1) Brc1ccccc1/C=N/Nc1ccccn1
    -5.1 | -0.4 | 2.0 | 5.9 | -3.5 | 2.8 | 4.1 | 1.3 | 2.7
2) N#C/C(=N\Nc1c(Cl)cccc1Cl)C(=O)NN
    -13.9 | -15.9 | 4.3 | 13.4 | 6.1 | 1.4 | 9.4 | 1.8 | -0.7
3) O=S(=O)(Nc1nc2ccccc2nc1Nc1ccc2c(c1)OCO2)c1ccc(F)cc1
    -12.1 | 3.6 | 2.2 | 14.4 | -3.9 | -1.0 | -2.6 | 11.3 | 14.0
4) CN(C)S(=O)(=O)N1CCN(c2ccccc2)CC1
    -8.3 | 4.7 | -0.7 | -1.6 | -4.1 | -3.2 | 1.1 | 1.7 | 0.5
5) FC(F)c1nnc2ccc(Cl)nn12
    5.9 | -4.8 | 25.1 | 3.1 | 1.7 | 0.4 | -4.8 | 0.1 | 0.3
6) C/C(=N/OC(=O)C1CC1)c1cc(-c2ccc(Cl)cc2)no1
    -15.9 | 7.0 | 7.9 | -10.0 | -6.1 | 1.1 | 4.7 | -0.1 | -1.8
7) COc1ccc(C2C(=O)c3ccccc3C2=O)cc1
    · | 2.1 | -4.4 | -8.6 | -0.5 | 6.0 | -1.0 | 1.3 | 0.1
8) COCCCNC(=O)C1CCC(CNS(=O)(=O)c2ccc(OC)cc2)CC1 (stereo unspecified)
    -13.6 | 10.1 | 4.2 | 2.5 | -3.5 | 0.0 | -3.3 | -1.3 | 3.6
9) CC1CCc2cc(F)ccc2N1C(=O)CSc1nnc2c(n1)[nH]c1ccc(F)cc12 (stereo unspecified)
    -6.6 | 1.3 | 2.2 | -17.6 | -4.4 | -5.6 | 1.6 | -2.8 | -0.4
10) COc1ccc(CN(C)CC(=O)Nc2c(C)cccc2C)c(OC)c1
    -18.4 | 0.2 | 14.0 | -6.8 | -8.1 | -6.4 | 3.7 | 1.1 | -1.8
11) COc1cc(Nc2ncnc(N)n2)cc(OC)c1OC
    -17.0 | 5.2 | 48.4 | 12.2 | -10.0 | 4.4 | · | -0.9 | 0.7
12) Cc1ccccc1-c1nc(CN2CCC(C(=O)NCCCN3CCCC3)CC2)c(C)o1
    -15.5 | 4.3 | 1.4 | -22.9 | 1.2 | 5.5 | 6.1 | 1.6 | -7.3
13) CCc1nnc(NC(=O)c2ccc(N3C(=O)CCC3=O)cc2)s1
    -6.2 | -0.5 | -2.3 | 9.6 | -4.8 | 1.6 | 1.0 | -0.2 | -3.8
14) O=C1N2CCSC2=NC1(Nc1nccs1)C(F)(F)F (stereo unspecified)
    1.1 | -13.3 | 1.4 | -11.2 | -4.0 | 0.3 | -3.7 | 1.8 | -0.8
15) O=C(NCC(c1ccc(F)cc1)N1CCOCC1)c1cc(F)c(F)c(F)c1F (stereo unspecified)
    -29.6 | 14.7 | -14.3 | -10.5 | -9.4 | -4.4 | 5.4 | -1.0 | 1.8
16) COCCn1c(C)cc(C(=O)CSc2nnc(-c3cccnc3)n2-c2ccccc2F)c1C
    -20.1 | 9.6 | -0.3 | 13.9 | -2.6 | 0.6 | 1.8 | 0.3 | -3.2
17) CCOc1ccc(Br)cc1CNCCN1CCOCC1
    -7.8 | 10.7 | 2.8 | -12.3 | -3.4 | 1.9 | 0.6 | 0.5 | 3.6
18) CCOC(=O)c1c(NC(C)=O)sc2c(O)cccc12
    2.1 | -0.5 | -0.5 | -4.8 | 1.5 | 8.1 | -2.0 | 7.4 | 1.2
19) O=C(N/N=C\c1ccc(O)c([N+](=O)[O-])c1)c1ccccc1-n1cccc1
    -4.1 | 7.3 | 2.7 | 10.4 | 7.9 | 0.9 | -0.7 | 0.0 | 0.2
20) CC(=O)Nc1nc(CC(C)C)cc(-c2ccco2)c1C#N
    -6.6 | 0.2 | 2.6 | -4.2 | -7.8 | -2.0 | -0.1 | -3.3 | 4.4
21) CN1C(=O)/C(=C2\SC(=S)N(CC3CCCO3)C2=O)c2ccccc21 (stereo unspecified)
    · | -7.8 | 9.7 | -2.7 | -5.9 | 3.6 | -7.8 | -4.9 | -8.4
22) COc1ccc(N2CCN(Cc3nc4cc(Cl)ccc4c(=O)[nH]3)CC2)cc1
    -3.1 | 3.3 | -2.6 | -2.9 | -5.6 | 3.2 | -5.4 | -1.9 | -2.4
23) CC(C)c1nc2oc3ccccc3c(=O)c2c(=O)n1-c1ccccc1
    -11.2 | -7.3 | 0.2 | -6.0 | -10.3 | -0.1 | 2.9 | 1.7 | -3.6
24) O=C(Nc1ccc(Br)cc1)c1cnccn1
    -4.1 | -3.9 | -0.4 | -5.8 | -14.7 | -5.3 | 0.9 | 0.4 | 0.5
25) Cn1ccnc1SCC(=O)Nc1ccc(Cl)cn1
    -13.0 | 13.4 | 15.3 | 10.1 | -6.7 | 6.4 | 7.9 | 15.4 | 1.2
26) CCOC(=O)N1CCN(C(=O)CSc2nnc(-c3cccc(OC)c3)o2)CC1
    -17.9 | -1.9 | -17.1 | -34.5 | 0.6 | 1.6 | 12.8 | 0.1 | 3.1
27) Cc1cc(C)cc(N=c2c([N+](=O)[O-])nn(-c3ccc(Cl)cc3)n2O)c1
    -7.1 | 16.2 | -4.3 | 16.9 | -2.8 | 1.4 | -2.1 | -3.2 | -0.3
28) CCOc1ccc(S(=O)(=O)Nc2cccc(N(C)S(C)(=O)=O)c2)cc1
    2.5 | 19.9 | 2.0 | 9.3 | -2.0 | -0.5 | -2.6 | 1.0 | -4.9
29) Oc1cc2ccccc2cc1-c1nnc2n1-c1ccccc1SC2
    -21.3 | 15.3 | -0.4 | -13.4 | -6.4 | -0.7 | -4.1 | 4.7 | 0.4
30) COc1ccccc1N1CCN(S(=O)(=O)c2cccc3nsnc23)CC1
    -4.6 | -4.4 | -3.3 | 3.0 | -13.4 | -4.6 | -2.9 | 3.7 | 3.4

Record cards (already shown). Order of values: Mdm2 ligase inh	NPY2 pot ag	Hck Nef HTS	NPY1 pot ag	RBBP9 inh	p97 ATPase inh	NPY-Y1 antag	Runt-CBFb FRET	Runt-SMMHC FRET
O=C(N/N=C\c1ccc(O)c([N+](=O)[O-])c1)c1ccccc1-n1cccc1 is entered as -4.1	7.3	2.7	10.4	7.9	0.9	-0.7	0.0	0.2
Cn1ccnc1SCC(=O)Nc1ccc(Cl)cn1 is entered as -13.0	13.4	15.3	10.1	-6.7	6.4	7.9	15.4	1.2

(listing goes on)
Order of values: Mdm2 ligase inh | NPY2 pot ag | Hck Nef HTS | NPY1 pot ag | RBBP9 inh | p97 ATPase inh | NPY-Y1 antag | Runt-CBFb FRET | Runt-SMMHC FRET
31) COc1cccc(C(C(=O)NCc2ccco2)N(C(=O)Cn2nnc3ccccc32)C2CC2)c1OC (stereo unspecified)
    21.7 | -4.7 | 0.5 | 8.0 | -8.2 | -5.4 | 0.4 | -0.6 | 0.9
32) O=C(NCc1ccco1)C12CC3CC(CC(C3)C1)C2
    -2.9 | -13.7 | 4.0 | -24.9 | -10.3 | -2.2 | 0.8 | -0.6 | 1.1
33) Cc1nn(Cc2ccccc2)c(C)c1NC(=O)CSc1nc(C2CC2)nc2c1cnn2-c1ccccc1
    -6.7 | 1.9 | 40.5 | -4.0 | -3.8 | 3.2 | 3.4 | -1.2 | -6.1
34) Cc1noc(C)c1S(=O)(=O)N1CCCCC1
    9.5 | -1.3 | 0.3 | 21.9 | -10.7 | 3.0 | 3.9 | 4.0 | -3.8
35) COc1cc(Nc2ccccc2Cl)c([N+](=O)[O-])nc1[N+](=O)[O-]
    4.1 | -16.8 | 0.8 | 2.8 | -5.7 | -4.0 | 3.6 | 1.3 | 0.5
36) COc1ccccc1C1/C(=C(/O)c2ccccc2)C(=O)C(=O)N1CC(C)O (stereo unspecified)
    -1.4 | 17.4 | 71.9* | -1.3 | -12.2 | -1.2 | 2.9 | -0.7 | 1.3
37) Cc1ccc(C(=O)CSc2nnc(-c3ccccc3N)n2C)cc1
    -13.0 | 0.9 | -0.3 | 0.1 | 3.0 | 2.1 | 5.9 | -1.3 | -3.4
38) COCc1cc(N2CCOCC2)nc(SCc2ccc(Cl)cc2)n1
    -1.5 | 13.8 | 23.7 | -1.7 | 8.5 | 1.6 | 8.8 | -2.6 | 0.1
39) Cc1cc(=O)oc(C)c1C(=O)Nc1cccc2nonc12
    -5.0 | 5.5 | 0.7 | 2.9 | -3.8 | -0.8 | -0.3 | -0.9 | -37.3
40) N#Cc1c2c(c(=S)n(-c3ccccc3)c1N)CCCC2
    -10.8 | -13.6 | 3.1 | 16.0 | 3.5 | 4.9 | 1.0 | -10.1 | -65.3
41) Cc1ccc(-c2ccc(/C=N/NC(=O)Cc3nnc(N)s3)o2)cc1Cl
    · | -8.8 | 27.5 | 3.9 | -4.4 | 7.2 | · | 8.3 | 1.9
42) CC1CC2=C(C(=O)O1)C(c1ccc(Cl)cc1)Nc1ccccc1N2 (stereo unspecified)
    -8.7 | 2.0 | 0.8 | 4.7 | -3.6 | -0.3 | -2.7 | -0.3 | 2.5
43) O=C(Oc1ccccc1)c1ccc(COC(=O)c2cnccn2)cc1
    -5.9 | -7.8 | 7.1 | -13.6 | -2.3 | 1.4 | -3.5 | 0.0 | -1.5
44) O=P(c1ccccc1)(c1ccccc1)C(c1ccco1)N1CCOCC1 (stereo unspecified)
    -12.5 | -25.9 | 0.0 | -15.7 | 1.1 | -2.2 | 5.4 | -0.2 | 2.2
45) O=C1c2c(O)cc(O)cc2O[C@H](c2ccc(O)c(O)c2)[C@H]1O
    · | 7.0 | · | 5.6 | -4.9 | 3.9 | 2.1 | · | ·
46) Cc1cc(OC(=O)c2c(Cl)cc(Cl)cc2Cl)nc(C)n1
    -15.1 | -8.9 | 2.6 | -29.3 | -7.3 | 3.4 | 7.3 | -2.1 | 0.1
47) O=C(CSCc1ccc([N+](=O)[O-])cc1)NC1CC2CCC1C2 (stereo unspecified)
    -11.9 | 12.5 | 0.3 | 8.4 | -7.2 | 6.8 | -2.7 | 3.1 | -0.5
48) CSc1nc(Sc2ccccc2Cl)c2ccccc2n1
    -12.2 | -23.9 | -0.5 | -58.2 | -14.3 | -5.9 | 10.0 | -2.3 | -4.0
49) CC1=NN(C(=O)COc2ccc(C)c(C)c2)C(O)(c2ccc(Cl)cc2)C1 (stereo unspecified)
    -11.9 | 3.1 | 2.4 | 11.9 | 1.0 | 0.2 | 2.7 | -1.4 | 4.4

Screens from PubChem.
